# Statin myotox sup = suppression of simvastatin myotoxicity. C2C12 myotubes + simvastatin, ATP luminescence, 48 h; scaled: DMSO 0, geranylgeraniol control 100. rescue of ATP level, % at 7.49 µM. 330,000 compounds, 0.78% hits;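 active means mean ATP rescue above about 67%, or every replicate alone reaching that limit, limit read from the data, passing the limit was not always enough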;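 further: myotubes were challenged with 10 µM simvastatin during compound exposure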
# FN deposition inh = fibronectin deposition inhibition; AID 743247; 350,000 compounds, 0.086% hits; inhibition, % at 12.6 µM; AH1F fibroblasts, Alexa488-fibronectin deposition fluorescence, overnight;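 active means mean inhibition across replicates of 30% or more, regardless of how many single replicates reach that level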;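 further: positive control wells lacked labelled fibronectin entirely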
#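 material = AH1F fibroblast monolayer depositing Alexa488-labelled fibronectin into matrix | amount = 10000 AH1F cells/well | buffer or medium = DMEM plus 2% serum, read in PBS | incubation = 1 h cell adhesion before compound, then overnight fibronectin incubation | detection = fluorescence at 485 nm excitation, 525 nm emission | evaluation = percent inhibition as loss of matrix-bound fibronectin fluorescence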
# esBAF inh = inhibitors of esBAF chromatin remodeling in mouse ES cells | Bmi1-luciferase knock-in reporter, 24 h; 100% = twice the neutral-well signal | reporter increase, % at 12.5 µM | 350,000 compounds, 2% hits; in the data active means activation above about 40%;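 further: 0% = median of the plate's neutral control wells and 100% = double that signal; a rise in the Bmi1 reporter signal indicates esBAF inhibition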
# SIRT5 inh = blocks human SIRT5 desuccinylation of peptide | inhibition, % at 15 µM | Purified SirT5, succinyl-peptide AMC, trypsin-coupled fluorescence | 330,000 compounds, 1.1% hits; in the data active means inhibition above about 15%
# Target sequence (Q9NXA8 whole entry, looked up): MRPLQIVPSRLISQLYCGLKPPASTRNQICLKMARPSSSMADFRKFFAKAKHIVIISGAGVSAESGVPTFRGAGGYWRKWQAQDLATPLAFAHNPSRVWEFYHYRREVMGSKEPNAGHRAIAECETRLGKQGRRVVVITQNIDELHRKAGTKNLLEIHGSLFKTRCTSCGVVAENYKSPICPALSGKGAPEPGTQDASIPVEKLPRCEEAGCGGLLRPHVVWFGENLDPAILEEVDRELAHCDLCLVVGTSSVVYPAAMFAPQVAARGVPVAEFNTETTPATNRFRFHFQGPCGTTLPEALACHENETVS
# LGR2 inh = Drosophila LGR2 receptor signaling inhibition. inhibition, % at 9.99 µM. 380,000 compounds, 0.35% hits. HEK293 LGR2, CRE-luciferase, bursicon-stimulated, 4 h. AID 720647;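 active means drop in luminescence signal, shown as inhibition above about 50% in the replicate tests, limit read from the data, passing the limit was not always enough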;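 further: agonist challenge used bursicon conditioned medium at about half maximal strength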
# S100A4 MyoIIA = blocks human S100A4 binding to myosin IIA peptide | AID 652163 | 360,000 compounds, 0.14% hits | S100A4/TAMRA-MyoIIA peptide fluorescence polarization | inhibition, % at 10.7 µM;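 active means mean inhibition of at least 70% across replicates, with every replicate also reaching that level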
# Target sequence (P26447 whole entry, looked up): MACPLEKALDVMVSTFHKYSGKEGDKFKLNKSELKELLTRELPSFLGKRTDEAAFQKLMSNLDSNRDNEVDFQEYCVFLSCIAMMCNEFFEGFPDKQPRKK
#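 Test system – S100A4 monomer (human) · Compound – single-point compound testing · Schedule – 5 min incubation before reading · Probe or stimulus – TAMRA-labelled myosin IIA heavy-chain peptide probe, 5 nM · Benchmarks – neutral control DMSO, positive control TFP · Medium – Calcium-containing HEPES buffer, pH 7.2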
# CASP6 VEID inh = caspase-6 (human) enzyme inhibition | P55212 | purified caspase-6, Z-VEID-R110 cleavage fluorescence | 350,000 compounds, 0.53% hits | inhibition, % at 12.5 µM;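 active means mean inhibition across replicates at least about 35%, with every replicate also reaching that limit, limit read from the data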;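 further: 0% = median of neutral control wells and 100% = no fluorescence left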
# Target sequence (P55212 24-179 limits assumed): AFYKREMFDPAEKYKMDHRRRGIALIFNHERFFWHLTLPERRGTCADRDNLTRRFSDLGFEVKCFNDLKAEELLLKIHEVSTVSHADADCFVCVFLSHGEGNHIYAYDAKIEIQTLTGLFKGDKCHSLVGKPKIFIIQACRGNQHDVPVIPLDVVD
# Target sequence (P55212 194-293 limits assumed): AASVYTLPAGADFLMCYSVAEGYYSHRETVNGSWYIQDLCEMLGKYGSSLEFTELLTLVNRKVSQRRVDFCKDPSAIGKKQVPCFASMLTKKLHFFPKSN
# * marks the source's active call; other numbers are inactive results; / = no result given. This is a subset (hit frequency here may not be typical).
SMILES,Statin myotox sup,FN deposition inh,esBAF inh,SIRT5 inh,LGR2 inh,S100A4 MyoIIA,CASP6 VEID inh
OCCC1CN(Cc2cnc(-c3cccc4ccccc34)nc2)CCN1C1CCCCC1 (configuration not stated),-5,4,-5,-1,-14,-1,5
CCOC(=O)Cn1ccc(-c2ccccc2)c(C#N)c1=O,/,2,/,0,9,-18,1
O=C(C[C@H]1C/C=C\CCCCC(=O)OC[C@H]2CCCN2C1=O)N[C@H](CO)Cc1ccccc1,5,3,-2,-3,2,14,0
Cn1nc(C(F)(F)F)c(-c2ccc(Br)cc2)c1NC(=O)c1ccco1,8,-4,-7,-1,11,-4,2
C/C(=N/NC(=O)c1ccccn1)c1ccc(O)cc1,-1,-4,25,8,-12,-8,3
C[C@@H]1CCCCO[C@@H](CN(C)Cc2ccc3c(c2)OCO3)[C@@H](C)CN([C@@H](C)CO)C(=O)c2cc(NC(=O)c3ccncc3)ccc2O1,/,2,2,0,3,-9,8
COc1ccc(S(=O)(=O)NCC2CCCO2)cc1NC(=O)c1ccc(Cl)cc1 (configuration not stated),4,-6,-5,-3,-20,4,1
CN(C)CCCN(C(=O)c1ccc2ccccc2c1)c1nc2cc3c(cc2s1)OCO3,/,10,/,-1,7,-1,-5
CC(=O)C1(C)C(=O)N(c2ccc(F)cc2)C(=O)N1c1ccc(F)cc1 (configuration not stated),/,/,/,/,2,-5,0
CC(=O)NC(=S)Nc1ccc(S(=O)(=O)Nc2ncccn2)cc1,/,2,/,0,5,0,0
CC1CC(C)CN(CCCNC(=O)Cn2cccc2C(=O)c2ccccc2)C1 (configuration not stated),15,-9,0,-3,3,11,-71
COc1ccc(S(=O)(=O)N(C)C[C@@H]2Oc3c(NC(=O)Nc4ccc5c(c4)OCO5)cccc3C(=O)N([C@H](C)CO)C[C@H]2C)cc1,/,/,0,1,29,-4,-2

# Sorted by value in LGR2 inh (highest first): three from the list above
SMILES,esBAF inh,SIRT5 inh,LGR2 inh,S100A4 MyoIIA,CASP6 VEID inh
COc1ccc(S(=O)(=O)N(C)C[C@@H]2Oc3c(NC(=O)Nc4ccc5c(c4)OCO5)cccc3C(=O)N([C@H](C)CO)C[C@H]2C)cc1,0,1,29,-4,-2
CC(=O)NC(=S)Nc1ccc(S(=O)(=O)Nc2ncccn2)cc1,/,0,5,0,0
C/C(=N/NC(=O)c1ccccn1)c1ccc(O)cc1,25,8,-12,-8,3

# Later entries.
SMILES,Statin myotox sup,FN deposition inh,esBAF inh,SIRT5 inh,LGR2 inh,S100A4 MyoIIA,CASP6 VEID inh
O=C(C1=C[C@H](c2csc3ccccc23)C[C@H](OCCCCO)O1)N1CCCCCCC1,/,/,/,0,/,3,-1
Cc1ccc(S(=O)(=O)N(C)C[C@H]2Oc3cc(C4=CCCC4)ccc3S(=O)(=O)N([C@@H](C)CO)C[C@H]2C)cc1,-36,/,-6,11,14,-46,3
O=C(NCC1CCCO1)c1ccc(S(=O)(=O)Nc2ccc(F)cc2)cc1 (configuration not stated),0,2,0,-2,3,1,-3
CCCN(C)C[C@@H]1Oc2cc(C#CCN(C)C)ccc2S(=O)(=O)N([C@@H](C)CO)C[C@@H]1C,-6,-2,5,-4,-8,4,2
Nc1ccc(/C=C/C(=O)c2cccs2)cc1,11,-9,68*,-1,-75,-14,-4
O=C(NCCc1ccc(F)cc1)Nc1ccc2c(c1)OCO2,/,25,/,-8,-34,9,1
Cc1noc(C)c1NC(=O)Nc1ccc2c(c1)C(=O)N([C@H](C)CO)C[C@@H](C)[C@@H](CN(C)CC1CCCCC1)OCCCC[C@@H](C)O2,/,/,2,3,21,-3,-3
Cc1ccc2ccc(C(Nc3ccccc3)c3ccc(C(C)C)cc3)c(O)c2n1 (configuration not stated),/,0,/,-5,-48,4,3
COCC(=O)N1CCC2(CC1)CN(C(=O)NC1CCCC1)[C@H](CO)c1c2c2ccc(OC)cc2n1C,/,/,/,5,-19,7,2
Cc1ccccc1OCCCCCCN1CCNCC1,/,-4,/,-4,/,-4,-10
Cc1cc(C)c(NC(=O)CSc2nnnn2-c2cccnc2)c(C)c1,0,-9,-3,1,-4,-5,/
O=S(=O)(O)c1cccc2cccc(Nc3ccccc3)c12,/,6,/,57*,1,4,56*
O=C(C[C@H]1CC[C@H](NC(=O)C2CCOCC2)[C@H](CO)O1)Nc1ccc(-c2ccccc2)cc1,-7,/,3,0,2,15,0
CCOC(=O)c1sc2nc(C)nc(N3CCCCC3C)c2c1C (configuration not stated),/,4,/,2,-5,-4,1
C[C@@H]1CCCCO[C@@H](CN(C)C(=O)Nc2ccc(F)cc2)[C@@H](C)CN([C@H](C)CO)C(=O)c2cc(NC(=O)Cc3ccccc3)ccc2O1,-8,/,-3,-5,20,-2,0
O=C(O)c1cc(C(=O)O)cc(N2C(=O)CSC2=S)c1,-3,-2,-6,-2,2,-9,0
CC(C)NC(=O)N(C)C[C@@H]1OCc2cn(nn2)CCCC(=O)N([C@@H](C)CO)C[C@@H]1C,-17,9,7,/,0,/,/
COc1cc(NC(=S)N2CCCCC2C)c(OC)cc1Cl (configuration not stated),/,3,/,-7,12,-3,2
COc1ccccc1OCCSc1nc2ccccc2n1CC(O)CO (configuration not stated),11,-6,9,18*,-5,-1,1
Cc1ccc(Cl)cc1N1CCN(CC(O)COC(C)C)CC1 (configuration not stated),-1,5,-7,-2,1,-1,0
OC(COc1ccc2cc(Br)ccc2c1)CN1CCN(c2ccccn2)CC1 (configuration not stated),10,-1,12,/,/,/,/
CCc1sc(C(=O)N(CCCOC)c2c(N)n(CC(C)C)c(=O)[nH]c2=O)cc1C,20,/,5,-3,3,-3,3
CCOC(=O)N1CCN(C(=O)CSc2ncnc3sccc23)CC1,10,8,8,-7,-1,2,-2
Cc1ccc(C(=O)NNC(=O)CCC(=O)Nc2cccc(Cl)c2C)cc1,-3,0,16,/,14,/,/
CCOC(=O)CN(C(=O)CSc1nnc(C)n1-c1ccccc1)c1ccccc1,-5,/,9,-2,1,-1,-2
COC(=O)C[C@@H]1CC[C@H]2[C@@H](COC[C@@H](O)CN2S(=O)(=O)c2ccccc2C)O1,7,-4,4,-3,-16,-8,3
COc1ccc(CCNc2cc(C)nc3c(-c4ccc(Cl)cc4)cnn23)cc1OC,6,19,10,/,39,/,/
NC1=NC(=O)/C(=C\c2ccsc2)S1,/,16,/,-3,-16,9,-1
CCC(=O)Nc1ccc2c(c1)C(=O)N(C)C[C@@H](OC)[C@@H](C)CN(C(=O)CN(C)C)[C@H](C)CO2,-15,-13,-2,/,-23,/,/
CCc1ccc(OCCCC(=O)Nc2ccc(S(N)(=O)=O)cc2)cc1,/,-13,/,9,2,-1,10
CC(=O)N1CCOc2ccc(S(=O)(=O)N3CCCC(C)C3)cc21 (configuration not stated),6,-5,3,2,-9,-18,4
COc1cc(OC)cc(C(=O)N[C@H](C(=O)NC2CCCc3ccccc32)C(C)C)c1 (some centres not stated),/,-6,/,3,16,19,-3
CNc1cc(-c2ccc(CC#N)cc2)ncn1,5,7,50*,/,-48,-2,-1
CC1CCc2[nH]c3ccc(C(=O)N(C)CC(=O)Nc4ccccc4Cl)cc3c2C1 (configuration not stated),-24,3,18,-3,8,-2,6
CC(C)OC(=O)c1ccc(NC(=O)c2cccc(-n3cnnn3)c2)cc1,0,4,6,0,-25,-1,2
CN(C)CCN1C(=O)CCC2(C)C1=CCC1C2CCC2(C)C1CCC2(C)O (configuration not stated),-5,-11,0,-1,-8,9,-4
O=C1NC[C@H](Cc2ccc(O)cc2)N(C[C@H]2CCCN2C[C@H](Cc2ccccc2)N2C[C@H](Cc3ccccc3)N(CCc3ccccc3)C(=O)C2=O)C1=O,-2,7,-8,-3,-6,-5,/
COc1ccccc1NC(=O)N1CCCC(C(=O)Nc2cccc(C)c2C)C1 (configuration not stated),-1,7,0,/,/,/,/
c1cc2c(cc1Nc1nc(-c3ccc4c(c3)OCO4)cs1)OCCO2,2,-9,21,/,/,/,/
C=C1CC(C)OC(c2ccccc2OCC(O)CN2CCCCC2)C1 (configuration not stated),115*,-7,-5,1,0,-4,-14
Cc1ccc(CNC(=O)COC(=O)c2ccc(S(=O)(=O)N(C)C)cc2)cc1,5,1,-7,-3,-3,-3,0
C=CCN(CC=C)C(=O)c1cccc(OC2CCN(CC(C)(C)C)CC2)c1,-4,-10,0,-2,2,1,-2
O=C(NN1C(=O)C2C3C=CC(C4CC34)C2C1=O)c1ccc(Cl)cc1 (configuration not stated),7,/,-3,/,11,/,/
CCc1ccc(C2C(C#N)=C(N)N(N3CCOCC3)C3=C2C(=O)CC(C)(C)C3)s1 (configuration not stated),/,-6,/,-7,-26,-3,0
CCOC(=O)c1c(C)n(C)c2ccc(OCC(O)Cn3c(C)nc4ccccc43)cc12 (configuration not stated),5,-8,3,/,-17,/,/
CCCC#Cc1cnc2c(c1)C(=O)N([C@@H](C)CO)C[C@@H](C)[C@@H](CN(C)C(=O)Nc1cc(F)ccc1F)O2,-18,-4,1,1,-12,3,-1
COc1cccc(OCCNC(=O)Nc2cc(F)c(F)cc2Cl)c1,-4,/,-3,0,4,4,1
CCc1ccccc1NC(=O)CC(=O)Nc1ccccc1CC,-1,-2,-5,-7,8,-1,2
O=C(Nc1ccc(Cl)cc1)N1C[C@H]2[C@@H](c3ccccc31)[C@H](CO)N2CC1CCCC1,-113,24,10,-1,-7,12,0
COc1ccc(C2(c3ccc(OC)cc3)NC(=O)N(CC(=O)NC(C)C)C2=O)cc1,1,-7,5,2,10,-4,/
O=C(N/N=C(\c1ccccc1)c1ccccn1)c1ccccc1Cl,7,/,-65,2,13,-1,7
CC(=O)Nc1nnc(CSCc2ccccc2F)s1,-1,-11,27,-3,-21,-7,2
O=C(c1cccnc1)N1C[C@@H]2[C@H](c3ccccc31)[C@H](CO)N2Cc1ccc2c(c1)OCO2,-21,/,0,0,6,3,2
Cc1ccc(C(=O)NCCN2CCOCC2)cc1Cl,-1,/,8,/,0,/,/
CC(=O)c1cccc(S(=O)(=O)NC(C)C2CC3CCC2C3)c1 (configuration not stated),5,-10,2,2,-2,-5,5
COc1cc(/C(C)=N/NC(=O)CSc2nc3ccccc3[nH]2)ccc1O,7,5,0,4,21,3,5
CCCN(CCC)Cc1c(C(=O)N/N=C/c2ccncc2)nnn1-c1nonc1N,-1,-11,-10,0,-13,-7,1
Cc1cc(C)c(S(=O)(=O)N2CCN(C(=O)C(C)Cn3nc(C)nc3C)CC2)c(C)c1 (configuration not stated),-1,14,-6,1,-1,0,1
Cc1cccc(S(=O)(=O)N2C[C@@H](O)COC[C@H]3O[C@H](CC(=O)NCc4ccc5c(c4)OCO5)CC[C@@H]32)c1,-2,-4,-3,-3,0,-2,-15
CC(=O)Oc1ccc(-c2nc3cc(Cl)ccc3c(=O)o2)cc1,9,-5,-3,/,7,1,3
COCC#Cc1ccc2c(c1)O[C@H](CN(C)Cc1cncnc1)[C@H](C)CN([C@@H](C)CO)S2(=O)=O,/,-8,0,-1,-3,2,-1

# 7 records picked at random from those above, as already listed:
SMILES,Statin myotox sup,FN deposition inh,esBAF inh,SIRT5 inh,LGR2 inh,S100A4 MyoIIA,CASP6 VEID inh
CCCN(CCC)Cc1c(C(=O)N/N=C/c2ccncc2)nnn1-c1nonc1N,-1,-11,-10,0,-13,-7,1
COc1cc(/C(C)=N/NC(=O)CSc2nc3ccccc3[nH]2)ccc1O,7,5,0,4,21,3,5
Cc1cccc(S(=O)(=O)N2C[C@@H](O)COC[C@H]3O[C@H](CC(=O)NCc4ccc5c(c4)OCO5)CC[C@@H]32)c1,-2,-4,-3,-3,0,-2,-15
CC(=O)Nc1nnc(CSCc2ccccc2F)s1,-1,-11,27,-3,-21,-7,2
CC(=O)Oc1ccc(-c2nc3cc(Cl)ccc3c(=O)o2)cc1,9,-5,-3,/,7,1,3
COc1ccc(C2(c3ccc(OC)cc3)NC(=O)N(CC(=O)NC(C)C)C2=O)cc1,1,-7,5,2,10,-4,/
COCC#Cc1ccc2c(c1)O[C@H](CN(C)Cc1cncnc1)[C@H](C)CN([C@@H](C)CO)S2(=O)=O,/,-8,0,-1,-3,2,-1
